# Source: PubChem BioAssay
# aSyn 5UTR inh – MLPCN primary screen, SNCA 5' untranslated region; 0.82% of 300,000 active; alpha-synuclein 5'UTR reporter, inhibitor activity; inhibition, % (tested at 7.5 µM); in the data active = inhibition above about 60%; inconclusive = no clear call, values can overlap the other calls;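 also: H4 neuroglioblastoma cells stably carrying SNCA 5'UTR luciferase fusion; 0% = DMSO wells and 100% = positive control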
# GSK3A inh – human GSK-3 alpha kinase inhibition. ADP-Glo luminescence, 60 min. inhibition, % at 10 µM. 0.1% of 320,000 active;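 in the data active = inhibition above about 50%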;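 also: GST-tagged GSK-3 alpha with peptide substrate and 25 µM ATP; 0% = DMSO neutral wells and 100% = GW8510 positive control wells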
# Target sequence (P49840 whole entry, looked up): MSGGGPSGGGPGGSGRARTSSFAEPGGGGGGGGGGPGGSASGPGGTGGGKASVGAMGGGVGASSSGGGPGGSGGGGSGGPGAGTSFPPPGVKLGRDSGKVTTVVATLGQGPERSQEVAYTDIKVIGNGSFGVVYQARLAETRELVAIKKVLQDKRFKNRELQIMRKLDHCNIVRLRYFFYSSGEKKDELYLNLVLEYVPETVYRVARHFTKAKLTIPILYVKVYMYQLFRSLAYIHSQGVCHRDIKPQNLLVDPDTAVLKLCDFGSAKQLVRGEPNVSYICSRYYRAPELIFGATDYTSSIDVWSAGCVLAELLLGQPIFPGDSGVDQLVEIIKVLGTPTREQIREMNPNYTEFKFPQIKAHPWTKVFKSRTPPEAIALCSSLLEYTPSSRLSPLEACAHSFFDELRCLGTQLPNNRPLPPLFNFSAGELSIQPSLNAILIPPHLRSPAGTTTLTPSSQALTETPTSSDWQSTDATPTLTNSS
# IEC-6 cytotox – kills IEC-6 intestinal cells in KLF5 counter-screen | 0.78% of 290,000 active | IEC-6 cytotoxicity, luminescence viability | AID 1825 | inhibition, % at 5 µM; in the data active = inhibition above about 22%;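 also: 0% = plate median of test compound wells and 100% = cytotoxic reference compound wells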
# Platelet DG rel – modulates dense granule release in human platelets | human platelet-rich plasma, SFLLRN dense granule ATP release, luminescence | inhibition, %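 (compounds screened at 7.5 µM in platelet-rich plasma)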 | 0.22% of 300,000 active;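 active = mean replicate score, as percent of positive control, at or above 50; inconclusive = mean below 50 but at least one replicate at or above 50; inactive = mean and every replicate below 50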
# HSF-1 act – increases HSF-1 driven luciferase reporter signal. NIH3T3-HGL HSF-1 luciferase reporter, MG132, 8 h; 100% = twice DMSO control signal. activation, % at 9 µM. 1.7% of 300,000 active. AID 504408;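 active = mean replicate activation of at least 50% with a set share of replicates each reaching 50%; inconclusive = only one of those two conditions met; inactive = mean below 50% and too few replicates reaching it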;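 also: 0% = median of the neutral control wells and 100% = twice that signal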
# KLF5 inh – inhibitors of KLF5 expression; DLD-1 KLF5 promoter-luciferase reporter, luminescence; inhibition, % at 5 µM; 0.23% of 290,000 active; AID 1700;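 active = inhibition above a per-plate limit of that plate's mean compound inhibition plus 3 SD, cut at about 60% in these data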;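 also: 0% = DMSO wells and 100% = LY294002 at 200 µM; higher means less KLF5 promoter-driven luciferase light; inactives centre near -14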
# HSP90 refold inh – HSP90 refolding inhibition in rabbit reticulocyte lysate; inhibition, % at 5.6 µM; AID 1789; 0.91% of 290,000 active; luciferase refolding luminescence, 3 h;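 active = inhibition above the screen-wide mean plus 3 SD, computed separately per campaign, cut at about 16% in these data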;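 also: 0% = DMSO wells and 100% = 60 µM geldanamycin wells; inhibitors lower the luminescence because luciferase stays unfolded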
# HSF1 inh – HSF1 inhibition. 0.77% of 300,000 active. activity change, negative = inhibition, % at 7.5 µM (by protocol). NIH3T3-HGL HSE-luciferase, MG132-induced, luminescence 8 h; hits give low values;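 active = more than half of replicate wells show activity change below -50%, luminescence cut by over half; inconclusive = some wells, but at most half, below -50%; inactive = no replicate well below -50%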;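 also: luciferase reports HSF-1 transcriptional activity via heat shock element; 0% = median of DMSO wells and -100% = zero luminescence signal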
# DYRK1A inh – Dyrk1A (rat) kinase inhibition; Q63470; ADP-Glo luminescence, NFATc1 peptide; inhibition, % at 12.5 µM; 0.43% of 310,000 active; AID 504441; in the data active = inhibition above about 50%;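 also: plate controls were vehicle with enzyme for no effect and no enzyme for full effect; many of its hits are not listed in these tables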
# GSK3B inh – inhibitors of human GSK3beta kinase. 0.038% of 300,000 active. activity score (negative = inhibition), % at 10 µM. P49841. GST-GSK3beta kinase, ADP-Glo luminescence, 60 min; hits give low values;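 active = more than half of replicate wells score below -50%, meaning over 50% inhibition versus plate controls; inconclusive = some replicates but at most half score below -50%; inactive = no replicate scores below -50%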;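 also: 0% = median DMSO wells and -100% = median GW8510 positive control wells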
# Target sequence (P49841 whole entry, looked up): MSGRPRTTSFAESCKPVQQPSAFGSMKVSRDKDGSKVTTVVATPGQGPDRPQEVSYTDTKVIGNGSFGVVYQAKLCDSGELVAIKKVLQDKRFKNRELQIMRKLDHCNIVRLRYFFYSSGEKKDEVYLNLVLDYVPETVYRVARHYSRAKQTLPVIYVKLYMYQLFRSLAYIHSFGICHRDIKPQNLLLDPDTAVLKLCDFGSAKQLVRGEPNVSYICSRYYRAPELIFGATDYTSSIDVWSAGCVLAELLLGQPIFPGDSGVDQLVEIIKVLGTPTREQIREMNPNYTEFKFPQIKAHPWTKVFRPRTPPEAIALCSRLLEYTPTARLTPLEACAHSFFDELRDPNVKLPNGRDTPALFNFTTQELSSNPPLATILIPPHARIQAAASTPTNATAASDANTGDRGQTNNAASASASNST
#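 Assay system: GST-fused GSK3beta enzyme, cell-free / Medium: Tris pH 7.5 buffer with MgCl2, DTT, BSA, heparin / Also added: peptide substrate plus 25 µM ATP (final) / Compound: 10 µM single point / Timing: kinase reaction with compound 60 min at room temperature / Detection: ADP-Glo luminescence / Benchmarks: DMSO neutral wells and GW8510 at 20 µM as positive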
# * marks the source's active call; other numbers are inactive results; ? = inconclusive; . = not tested or not shown.
SMILES	aSyn 5UTR inh	GSK3A inh	IEC-6 cytotox	Platelet DG rel	HSF-1 act	KLF5 inh	HSP90 refold inh	HSF1 inh	DYRK1A inh	GSK3B inh
NS(=O)(=O)c1ccc(CCNC(=O)CCCNC(=O)c2ccc(Cl)cc2)cc1	17	0	-3	2	-1	-5	0	-4	5	-2
COc1ccccc1NC(=S)NC1CC2CCC1C2 (centres undefined)	-20	1	0	-5	-4	-12	1	8	7	-4
Cc1cc(Cl)c2oc(C(=O)N(C)Cc3ccon3)c(C)c2c1	-104	-1	-3	2	?	-136	1	20	11	0
C/C(=N\NC(=O)c1ccncc1)c1cccc(NC(=O)c2ccc(C(C)(C)C)cc2)c1	-123	6	-3	3	8	-96	7	6	-3	-1
CCC1=C(OC(=O)N(CC)CC)N2C(=O)OC(=NCC3CC3)[C@]2(Cc2ccccc2)[C@H]2C1=CC[C@H]1C(=O)N(CC(=O)OC)C(=O)[C@H]12	11	-2	.	2	-6	.	.	-7	.	2
Cn1c(N)c(C(=O)COC(=O)Cc2ccsc2)c(=O)n(C)c1=O	14	2	0	-5	34	-21	-5	0	-2	1
O=C(Nc1c(C(=O)N2CCOCC2)cnn1-c1ccccc1)c1ccccc1	27	-1	3	4	-12	-20	0	-8	-4	1
COC(=O)c1ccccc1NS(=O)(=O)c1ccc(O)c(C(=O)O)c1	11	-6	-2	-1	3	-5	-4	-7	.	1
COc1ccc(/C=C(\C#N)C(=O)N2CCOCC2)cc1Br	-12	.	6	8	-1	-7	0	2	-1	-4
Cc1cc(C(=O)O)ccc1-n1c(C)cc(/C=C(/C#N)C(=O)Nc2ccccc2)c1C	19	-4	6	0	5	-6	0	0	3	0
O=C1CC(NS(=O)(=O)c2cccs2)CN1c1ccc(Cl)cc1 (centres undefined)	6	3	.	0	7	.	.	4	8	0
CC(C)c1ccc(NC(=S)N2CCN(Cc3ccccc3)CC2)cc1	-13	0	0	1	8	-16	-2	3	-2	3
Cc1cccc(C(=O)NCc2nnc(SC(C)C(=O)Nc3nnc(C)s3)n2C)c1 (centres undefined)	15	.	.	-10	-1	.	.	-2	-8	1
Cc1cc(C)nc(SCC(=O)N/N=C/c2cccnc2)n1	-4	2	-1	0	1	-6	-6	-7	-4	3
COc1ccc(-c2nnn(CC(=O)N(Cc3ccccc3Cl)C(C(=O)NCC3CCCO3)c3ccco3)n2)cc1 (centres undefined)	-10	-3	-5	3	8	10	-2	2	-5	1
Cc1ccc(NC2SC(=O)N(Cc3cccc(C(=O)O)c3)C2=O)c(C)c1 (centres undefined)	-8	-8	-4	-16	0	3	4	0	-7	4
CCNc1nc(C23CC4CC(CC(C4)C2)C3)cs1	-8	-1	-9	2	-7	-3	-1	-8	-2	5
COc1cc(OC)cc(C(=O)Nn2cc(C(=O)Nc3c(F)cccc3F)c3ccccc3c2=O)c1	8	-3	1	0	-10	4	5	3	4	2
Cn1cc(CN2CCc3c([nH]c4ccccc34)C2C2CCCCC2)cn1 (centres undefined)	-5	-4	6	9	6	7	2	-7	2	-14
COc1ccccc1-n1c(Cc2cccs2)n[nH]c1=S	4	-6	0	13	3	-13	-4	-1	1	2
COc1cc(NC(=S)N2CCCC(C)C2)c(OC)cc1Cl (centres undefined)	-79	-4	-2	-9	4	-86	8	4	0	1
CCN(CC)S(=O)(=O)c1ccc(Cl)c(NC(=O)CCCCl)c1	1	0	4	-2	2	7	6	17	11	0
O=C(c1ccc(Cl)cc1)c1oc2ccccc2c1CS(=O)c1ccc(Cl)cc1 (centres undefined)	17	-8	8	12	-7	-9	2	8	-4	-2
COc1ccc(/C=N\NC(=O)c2cc3c(ccc4ccccc43)o2)cc1O	.	.	-2	.	.	1	-3	.	9	0
CN(CC(=O)Nc1ccccc1Br)C(=O)C1CCN(C(=O)c2ccc(Cl)cc2)CC1	23	-3	-1	2	-2	4	3	-8	-3	2
CSCCC(NC(N)=O)C(=O)Nc1ccc(F)c(Cl)c1 (centres undefined)	-8	0	0	-2	-3	-22	-5	-4	7	1
COc1ccc(C=Nc2cccc3c(=O)[nH][nH]c(=O)c23)c2ccccc12	-67	-2	-2	10	12	-9	6	-4	3	5
CSCCC(N=C(NS(=O)(=O)c1ccccc1)c1ccccc1)C(=O)O (centres undefined)	7	-3	-2	-3	2	-7	10	-8	3	3
CCn1ncc([N+](=O)[O-])c1C(=O)Nc1c(C)nn(Cc2ccc(F)cc2)c1C	22	1	-5	21	5	-17	1	0	11	-2
CCOC(=O)C1CCN(S(=O)(=O)c2cccc(-c3cn4cccnc4n3)c2)CC1	18	0	-6	6	8	-11	-2	-6	13	4
Cn1ccnc1C(=O)c1cc(SCC(=O)NCc2ccccc2)nc2ccccc12	6	-1	4	2	16	-3	-5	-3	-1	1
Cc1nn(-c2nc3ccccc3n2Cc2ccccc2)c2c1C(=O)CC(C)(C)C2	.	-1	1	.	.	8	3	.	-10	0
O=C(COc1ccc(Cl)cc1)OCC(=O)N1CCCCCC1	23	-1	4	0	-11	-1	4	7	6	-4
CC1=CC(C)(C)N(S(=O)(=O)c2ccc(C)cc2)c2ccc(C)cc21	40	1	10	6	17	45	1	-10	-10	2
CCOc1ccc(CN2C(=O)c3ccccc3C2C(=O)NC(C)CC)cc1OC (centres undefined)	-9	-2	2	2	-5	-9	-2	-8	-2	4
COC(=O)N1C(=O)[C@@](CC(C)C)(c2ccccc2)N1C(=O)OC	8	1	1	0	9	-13	-5	7	.	2
CCc1ccc2c(c1)C(c1ccncc1)=NNC(c1ccccc1)=N2	-16	-2	3	-3	15	-52	-3	5	-1	-22
CCOC(=O)c1ccc(NC(=O)c2cc(=O)[nH]c3ccccc23)cc1	9	-1	-1	1	11	5	-4	2	-5	4
Cc1ccc(S(=O)(=O)N2CCN(C(=O)Cc3ccc4c(c3)OCCO4)CC2)cc1C	-7	-1	-8	0	1	-31	9	6	12	23
OCC[C@@H]1C[C@H](O)[C@@H](O)[C@]2(CCc3ccccc3CO2)O1	0	1	-1	-12	7	-22	-3	-6	11	1
CSc1ccc(CCNC(=O)c2nn(C)c3c2CS(=O)(=O)c2ccccc2-3)cc1	5	-1	-4	-2	51*	-15	-4	11	4	1
Cn1c(CN2CCOCC2)nnc1SCC(=O)Nc1cccc(C(F)(F)F)c1	-12	-1	0	1	-12	-39	-3	-4	4	1
Cc1cc(NC(=O)CSCC(=O)N(C)Cc2c(F)cccc2Cl)no1	-2	6	.	-6	1	.	.	-2	.	1
COc1cc(/C=N/NC(=O)/C(=C\c2ccc([N+](=O)[O-])cc2)NC(=O)c2ccccc2)cc(OC)c1O	-11	-2	-5	0	7	-24	-1	7	-1	2
CCCn1c(SCC(=O)c2cc(C)ccc2C)n[nH]c1=O	1	-2	-1	-1	7	-7	1	4	1	4
CCOC(=O)c1c(-c2ccc(C)s2)csc1N	17	-1	-5	-8	38	-20	1	6	-2	-1
CC(=O)O[C@H]1c2ccccc2-c2ccccc2[C@@H]1OC(C)=O	11	0	-3	0	10	-32	-4	-12	.	-2
Cc1cc(SCNC(=O)c2ccccc2)ncn1	1	-1	1	7	-13	-26	-1	6	.	0
COc1ccc(C(=O)NC(=S)Nc2ccc3c4c(cccc24)CC3)cc1OC	19	-1	4	31	-15	0	-3	-7	-1	6
CCCCCOC(=O)Nc1ccc(S(=O)(=O)Nn2cnnc2)cc1	3	-3	1	-6	7	-38	1	0	0	1
Cc1ccc(-c2csc(NC(=O)CCNC(=O)c3ccccc3Cl)n2)cc1	-7	-1	2	1	-29	-21	1	-16	-1	1
CC(=O)N1CCN(c2ccc(NC(=O)c3ccc4c(c3)OCCO4)cc2)CC1	-2	-5	-10	-2	-13	0	-3	-15	6	0
CCc1ccccc1NC(=O)Nc1cnccn1	17	-2	8	15	-2	-14	2	-7	4	2
O=C(NC(=S)Nc1ccc(N2CCCCC2)cc1)c1ccc2c(c1)OCCO2	-125	-3	4	7	-66	3	11	-61*	2	2
O=C(CCN1C(=O)/C(=C/c2ccccc2F)SC1=S)Nc1ccccn1	-7	2	-2	1	17	-6	0	6	5	1
NC(=O)CC(NC(=O)c1cccc(Br)c1)c1ccc(NCCN2CCOCC2)c([N+](=O)[O-])c1 (centres undefined)	24	.	.	-2	-16	.	.	-4	.	5

# Remaining list, next part:
SMILES	aSyn 5UTR inh	GSK3A inh	IEC-6 cytotox	Platelet DG rel	HSF-1 act	KLF5 inh	HSP90 refold inh	HSF1 inh	DYRK1A inh	GSK3B inh
COc1ccc(OC)c(CCNC(=O)Cc2ccc(NC3=NC4CS(=O)(=O)CC4S3)cc2)c1 (centres undefined)	0	3	-1	0	-16	1	-3	-2	-4	1
Cc1nn(-c2ccccc2)c(C)c1P(=O)(c1ccccc1)N(C)C (centres undefined)	17	0	4	-2	17	-36	7	-5	-1	3
COc1cc(CCC(=O)NNC(=O)c2ccc(Cl)cc2)cc(OC)c1OC	-5	-1	2	3	0	-19	4	3	.	2
O=C1NC(=S)N/C1=C/c1cc([N+](=O)[O-])ccc1N1CCOCC1	15	3	-5	7	4	-15	-5	-6	4	-5
CCOC(=O)c1c(C)n(CCNC(C)=O)c2ccc(O)cc12	11	0	3	-4	-7	-17	9	-1	14	0
CS(=O)(=O)N(CC(=O)NCc1ccncc1)c1cc(Cl)cc(Cl)c1	10	0	-1	0	37	-4	2	1	-5	-2
CC(C)Cn1c(SCC(=O)N(C)c2c(N)n(Cc3ccccc3)c(=O)[nH]c2=O)nc2ccccc21	7	1	.	-6	3	.	.	-3	15	5
O=C(NNc1cccc(Cl)n1)Nc1cccc(C(F)(F)F)c1	0	-1	0	-7	-7	13	-3	-6	9	0
Cc1cccc(/N=C/c2c(O)ccc3oc4c(c23)CCCC4)n1	5	3	-4	-6	-15	4	-5	-10	9	-4
CC1(C)OC(=O)N2CCc3ccccc3C21C (centres undefined)	-11	1	1	3	10	-24	-2	-9	5	0
O=C(CSc1nc(O)c(-c2ccccc2)c(=O)[nH]1)N1CCOCC1	10	1	-3	2	-2	-9	0	-2	-3	3
COc1ccc(CCNC(=O)c2sc3cc(C)ccc3c2Cl)cc1	-12	-2	1	-10	3	-12	0	0	-6	-4
CCC(C)c1ccccc1NC(=O)C(C)NCCN(C)C (centres undefined)	-1	-3	1	-2	3	-11	4	-5	13	-1
CCOC(=O)c1ccc(NC(=O)CSCc2ccco2)cc1	-40	-4	-1	3	12	15	1	5	4	2
COC(=O)c1ccc(C(=O)OC)c(NC(=O)CSCc2ccc(Br)cc2)c1	-1	-4	-4	5	2	-15	-3	-3	.	2
Cc1nc([N+](=O)[O-])c(C(=O)OCc2cccc(Br)c2)n1C	16	0	3	13	15	-9	0	12	-4	2

# This is a subset; the hit share may differ from the screen's.
